TDP1 cell CPT – qHTS for Inhibitors of human tyrosyl-DNA phosphodiesterase 1 (TDP1): qHTS in cells in presence of CPT. chicken DT40 Tdp1-/-;hTDP1 cells + 20 nM CPT, ATP luminescence, 48 h. Potency, µM (series often up to 46.2 µM), without a hit: at the top dose activity change, negative = growth inhibition, most hits filed as inhibitors. actives 12% (n = 420,000). AID 686979, 2013; further: nearly all actives have a fitted effect of over 55% in size
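Chicken DT40 Tdp1-/- cells complemented with human TDP1, 400 cells/well, exposed to compounds plus 20 nM camptothecin for at least 48 h at 37 C; viability read as ATP content by CellTiter-Glo luminescence.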
TDP1 inh – qHTS Assay for Inhibitors of Tyrosyl-DNA Phosphodiesterase (TDP1). Tyrosyl-DNA phosphodiesterase 1 (Homo sapiens), Q9NUW8. recombinant TDP1, AlphaScreen DNA substrate cleavage. Potency, µM (doses to about 130 µM), inactives show at the top dose activity change, negative = inhibition, actives largely listed as inhibitors. actives 0.28% (n = 350,000); further: nearly all actives have a fitted effect of over 40% in size
Target sequence (Q9NUW8 whole entry, looked up): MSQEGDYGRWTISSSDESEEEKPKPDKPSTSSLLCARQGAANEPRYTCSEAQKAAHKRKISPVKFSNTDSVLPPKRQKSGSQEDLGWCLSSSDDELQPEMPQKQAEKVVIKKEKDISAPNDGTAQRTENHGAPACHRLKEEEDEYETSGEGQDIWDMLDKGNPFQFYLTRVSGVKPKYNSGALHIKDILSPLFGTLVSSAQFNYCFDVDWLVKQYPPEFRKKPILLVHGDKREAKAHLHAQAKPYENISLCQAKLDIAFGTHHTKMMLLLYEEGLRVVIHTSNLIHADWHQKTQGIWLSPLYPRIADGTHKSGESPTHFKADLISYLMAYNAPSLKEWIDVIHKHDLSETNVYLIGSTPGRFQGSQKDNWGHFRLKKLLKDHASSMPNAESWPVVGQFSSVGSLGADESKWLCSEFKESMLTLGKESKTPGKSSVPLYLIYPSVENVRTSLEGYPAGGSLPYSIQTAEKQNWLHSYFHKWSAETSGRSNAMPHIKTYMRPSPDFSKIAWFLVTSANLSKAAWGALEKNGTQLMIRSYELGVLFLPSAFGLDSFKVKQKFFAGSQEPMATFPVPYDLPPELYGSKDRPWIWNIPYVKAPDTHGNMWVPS
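Compounds were preincubated with Tdp1 (1 nM final) for 15 min at room temperature before substrate (15 nM final) started a 5 min reaction; beads (10 ug/ml final) were then added for 10 min before AlphaScreen detection.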
DT40 TDP1 no CPT – qHTS for Inhibitors of human tyrosyl-DNA phosphodiesterase 1 (TDP1): qHTS in cells in absence of CPT; actives 15% (n = 420,000); DT40 Tdp1-/- hTDP1 cells, no CPT, ATP luminescence, 48 h; AID 686978, 2013; Potency, µM (top dose mostly 46.2 µM), inactives show at the top dose activity change, negative = growth inhibition, actives largely listed as inhibitors; further: nearly all actives have a fitted effect of over 55% in size
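Camptothecin absent (DMSO only). Human TDP1-complemented DT40 knockout cells, 400 cells/well, 37 °C for minimum 48 hr; ATP measured via CellTiter-Glo, 30 min dark incubation, luminescence.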
* = called active by the depositor; ? = inconclusive; · = no result given; & = joins results of further samples; [ ] = another dose, or the depositor's remark. The call rests on the fitted dose curve; in most records, active means well fitted curve in the direction sought with a large enough effect; inconclusive means small, poorly fitted or top-dose-only effect, or another doubt; inactive means no such curve, though single readings can be large; an effect the other way counts as inactive or inconclusive. On the % scale 0 is the no-effect control and ±100 the full control effect; potency means the concentration at half of the fitted maximal effect. The order is random (roughly 18% active in at least one column).

no.	structure	TDP1 cell CPT	TDP1 inh	DT40 TDP1 no CPT
1	CCOc1ccc(N=C2NC(=O)S/C2=C\c2ccc(Cl)cc2)cc1	-23.2%	2.0%	-15.2%
2	COCCCNC(=O)C1CCN(c2ncnc3c2nc2n3CCCCC2)CC1	14.6%	-2.5%	-1.4%
3	CC(=O)NN1C(=O)c2ccccc2NC1c1ccc(N(C)C)cc1 (stereo not given)	-5.6%	·	2.6%
4	C/C=C\C(=O)Nc1cccc(C2=NOC3(C2)C[C@H](C(N)=O)N(C(=O)/C=C/CC)C3)c1 (stereo not given in full)	9.9%	3.5%	-1.4%
5	Cn1ccc2c(-c3ccc(F)nc3)cc3c(c21)C1CCC3O1 (stereo not given)	?	·	?
6	FC(F)(F)c1cc(-c2cccs2)nc(NCc2ccco2)n1	?	0.0%	?
7	CCCCS(=O)CC(O)COc1ccc(C(C)(C)C)cc1 (stereo not given)	-26.7%	1.0%	-15.7%
8	CCC(C)c1ccc(NC(=O)C2=CC=CN3CCS(=O)(=O)N=C23)cc1 (stereo not given)	?	-0.3%	-19.2%
9	CN(C)N1C(=O)CC(C)(c2ccc([N+](=O)[O-])cc2)C1=O (stereo not given)	-11.3%	-1.3%	4.3%
10	COC(=O)c1cc2c([nH]c1=O)CCCC2=O	-28.9%	·	-4.8%
11	CCNC(=S)Nc1ccc(C)c(S(=O)(=O)Nc2ccccc2OC)c1	?	·	?
12	COc1ccc(NC(=O)NCc2ccco2)cc1OC	0.3%	-4.7%	-21.1%
13	COc1cccc(CC(=O)OCC(=O)NC2CCCCCC2)c1	2.1%	2.9%	11.2%
14	CC1(C)CC(=O)C(C=NCc2cccnc2)=C(O)C1	1.5%	3.2%	-7.4%
15	CCCCn1c(N)c(N(CCOC)C(=O)C(C)N2C(=O)c3ccccc3C2=O)c(=O)[nH]c1=O (stereo not given)	6.0%	-3.9%	6.1%
16	O=C(CSc1n[nH]c(-c2cc(Cl)ccc2Cl)n1)NCCN1C(=O)CSC1=O	?	8.1%	-21.1%
17	CCOc1ccc(CN2CCC(n3nccc3NC(=O)c3ccccc3OC)CC2)cc1	16.4µM*	3.4%[56.1 µM]	?
18	C=CCN1C(=O)C(Cc2ccccc2)SC1=Nc1ccc(C(=O)O)cc1 (stereo not given)	15.4%	-5.6%	-0.7%
19	COc1ccc(Cl)cc1N(CC(=O)Nc1ccccc1C(=O)NCc1ccco1)S(C)(=O)=O	-16.5%	9.3%	?
20	Cc1ccc(NC(=O)CN2C(=O)CC(c3ccc(C)c(C)c3)=Nc3ccccc32)cc1	20.6µM*	9.7%	18.4µM*
21	CCOP(=O)(c1ccccc1Cl)C1(O)CCCCC1 (stereo not given)	2.9%	-1.0%	9.1%
22	CCNc1nc(CN2CCCCC2)nc2scc(-c3ccccc3)c12	11.6µM*	0.0%	16.4µM*
23	O=S(=O)(c1ccc(Br)s1)N1CCCCC1	-12.7%	4.1%	-7.2%
24	Cc1ccc(C)c(-n2nnnc2SCC(=O)c2ccc3c(c2)NC(=O)CO3)c1	?	3.8%	?
25	CCOC(=O)c1c(NC(=O)CCl)sc(CN(C)C)c1-c1ccccc1	4.11µM*	2.4%	9.2µM*
26	CC(C)n1ncc2c(C(=O)NCc3cccnc3)cc(C3CC3)nc21	-26.5%	1.4%	?
27	Cc1nn(-c2cccc(Cl)c2)c2nc(-c3cccnc3)cc(C(F)(F)F)c12	1.9%	0.0%	-13.6%
28	Cc1cccc(C)c1NC(=O)C(=O)NCc1ccccn1	4.3%	-1.9%	-17.0%
29	CCOc1ccc(CCNC(=O)C2CCN(C(=O)N(C)C)CC2)cc1OCC	-14.5%	2.1%	-27.6%
30	O=C1c2cc(N3CCCC3)c([N+](=O)[O-])cc2C(=O)N1c1ccccc1	-1.0%	-1.9%	-14.1%
31	Cc1ccc(NC(=O)CCC(=O)NNC(=S)Nc2ccc(F)cc2F)cc1C	3.3%	1.1%	22.4%
32	O=C(CCC(=O)NC1CC1)Nc1nnc(C2CCCCC2)s1	-2.1%	5.8%	-14.4%
33	COc1ccc(CNS(=O)(=O)c2ccc(-n3cnnn3)c(C)c2)cc1	?	·	?
34	O=C(NCC1CCCN(Cc2cccc(F)c2)C1)c1cccc2ccccc12 (stereo not given)	-19.7%	·	-0.5%
35	CN(C#N)c1nc(Cl)nc(Nc2cccc(Cl)c2)n1	?	7.9%	?
36	O=C(COC(=O)c1cnccn1)Nc1ccc(Cl)cn1	-2.8%	8.8%[0.505 µM]	-14.7%
37	Cc1ccc(NC(=O)C2CC2c2ccccc2)cc1 (stereo not given)	-15.6%	·	2.4%
38	COc1ccccc1NC(=O)c1ccccc1SCC(=O)N1CCCC1	?	·	?
39	N#C/C(=C\c1ccc[nH]1)C(=O)Nc1ccccc1[N+](=O)[O-]	13.6%	·	12.3%
40	O=C(NCc1ccc2c(c1)OCO2)c1cc(S(=O)(=O)N2CCCCC2)ccc1F	-20.7%	0.0%	-29.1%
41	COc1ccc(N2CCN(C(=O)CCc3ccc(S(=O)(=O)NCC(C)C)cc3)CC2)cc1	?	-0.7%[56.1 µM]	?
42	c1ccc(-c2onc(-c3ccco3)c2-c2ccc3[nH]ccc3c2)cc1	7.94µM*	·	?
43	COc1nc(OC)nc(N2CCC(C(=O)NCc3cccs3)CC2)n1	-16.9%	-2.2%	-16.5%
44	CSc1ccc(/C=C(/NC(=O)c2ccco2)C(=O)NCc2ccco2)cc1	0.3%	0.7%	-2.9%
45	COc1ccc2cc(C(=O)N(C)CC(=O)Nc3ccccc3Br)ccc2c1	?	1.9%	-19.4%
46	COc1ccc(C2=NN(C(=O)c3ccccc3)C(c3ccccc3)C2)c(O)c1 (stereo not given)	?	·	18.4µM*
47	COc1ccc(-c2nc(CN3CCC(C(=O)N4CCOCC4)CC3)c(C)o2)cc1OC	9.7%	3.0%	6.3%
48	Cc1c(C)[n+](=O)c(C)c(C)n1[O-]	-3.1%	·	-6.7%
49	CN(/C(=N/S(=O)(=O)c1cccs1)c1ccccc1)c1ccccc1	-3.1%	0.6%	?
50	CC(=O)N1c2ccc(S(=O)(=O)N3CCCC(C(=O)N4CCC(C)CC4)C3)cc2CC1C (stereo not given)	20.6µM*	·	16.4µM*

Continued.
no.	structure	TDP1 cell CPT	TDP1 inh	DT40 TDP1 no CPT
51	COC(=O)CCN1CCC2CC1c1cc(N3CCCCC3)ccc12 (stereo not given)	-3.7%	·	-8.4%
52	O=S(=O)(c1ccc(Br)s1)N1CCN(c2cccc(C(F)(F)F)c2)CC1	?	0.0%	?
53	CCN(C(=O)Cn1cnc2c1c(=O)n(C)c(=O)n2C)C1CCCCC1	-3.2%	1.8%	18.0%
54	CC(=O)N/C(=C\c1ccccc1)C(=O)OCc1ccc(C)cc1	-21.8%	-0.2%	-18.5%
55	Cc1ccc(S(=O)(=O)NCCc2nc3ccccc3[nH]2)cc1	-106.4%	7.7%	-35.1%
56	CCNC(=O)c1cc(Cl)ccc1OC	-3.7%	2.2%	-3.1%
57	Cc1nc(SCC(=O)Nc2cc(C)on2)c2c(=O)n(C)c(=O)n(C)c2n1	-21.2%	6.2%	-24.0%
58	COc1cccc(N2CCN(c3ncnc4c3cnn4-c3ccc(C)cc3C)CC2)c1	1.84µM*	8.6%	2.59µM*
59	CCOC(=O)c1[nH]c(C)c(C(=O)/C=C/c2ccc(C(=O)O)cc2)c1C	8.7%	·	-22.0%
60	OC(CNC1CCCc2ccccc21)COc1ccc2ccccc2c1 (stereo not given)	?	5.8%	20.6µM*
61	CN(C(=O)C1CCN(S(=O)(=O)c2cccs2)CC1)c1ccccc1	?	2.5%	16.4µM*
62	CCCN1C(=O)/C(=C\C=C2\N(CC)c3ccccc3C2(C)C)SC1=S	16.4µM*	6.0%	13µM*
63	O=C(CN1C(=O)COc2ccc(Cl)cc21)Nc1ccccn1	0.4%	·	-25.0%
64	CCCOc1ccc2c3c(c(=O)oc2c1OCCC)CCC3	?	-6.6%	23.1µM*
65	N#CC(C#N)=CC1=C2OC(c3ccccc3)=CC(c3ccccc3)=C2CCC1	25.9µM*	3.9%	13µM*
66	Cc1ccc2[nH]c(=O)c(CN(Cc3ccco3)C(=O)CN3CCCC(C)C3)cc2c1 (stereo not given)	3.7%	7.2%	-5.1%
67	CCOC(=O)C1(CC)NC(c2ccco2)C2C(=O)N(C)C(=O)C21 (stereo not given)	4.7%	-1.1%	2.0%
68	CCOC(=O)c1ccc(NC(=O)c2c(NC(C)=O)sc3c2CCC(C)C3)cc1 (stereo not given)	?	·	?
69	CC1CCc2nc3ncn(Cc4ccccc4C#N)c(=O)c3cc2C1 (stereo not given)	?	8.9%	?
70	COC(=O)c1ccccc1NC(=O)CN(c1ccccc1OC)S(C)(=O)=O	-1.6%	·	2.0%
71	COc1[nH]c(/N=C/c2ccccc2)c(C#N)c1C#N	?	1.0%&-0.6%	?
72	O=C(CC1OC(=O)c2ccccc21)Nc1cccc(S(=O)(=O)N2CCCCCC2)c1 (stereo not given)	?	0.8%	?
73	CCN1CCCc2cc(CN(CCN3CCOCC3)C(=O)Nc3ccc(C)c(C)c3)ccc21	?	10.5%	25.9µM*
74	N=c1sccn1CC(=O)Nc1ccc(S(N)(=O)=O)cc1	?	5.7%	?
75	Cn1cc(C(=O)NCCN2CCN(c3cccc(Cl)c3)CC2)c2c3ccccc3n(C)c2c1=O	25.9µM*	4.5%	14.6µM*
76	CN(C)C(=O)CCc1ccc2c3c([nH]c2c1)[C@]1(CCc2ccccc2)[C@@H](C(=O)N2CCCCC2)C[C@H](CC(=O)NCCCn2ccnc2)C(=O)N1CC3	-7.9%	0.8%[56.1 µM]	10.9%
77	CCOc1ccccc1CNC(=O)c1ccc2nc(Cc3ccc(OC)cc3)oc2c1	?	3.0%	?
78	Cc1[nH]n(-c2cccc(Cl)c2)c(=O)c1C=NC12CN3CN(CN(C3)C1)C2	-11.9%	2.9%	-29.6%
79	CCCCNC(=O)C1c2ccccc2OCC(=O)N1Cc1ccc2c(c1)OCO2 (stereo not given)	?	·	?
80	O=C(Nc1cccc(Br)c1)N1CCC(CN2CCCCC2)CC1	-4.0%	3.7%	-12.1%
81	Cc1ccc(NC(=O)CCC(=O)c2ccc(Cl)s2)nc1	2.8%	-13.0%	-1.3%
82	COc1ccc(CNC(=O)COC(=O)c2ccc(Br)cc2)cc1	-17.8%	6.5%	-1.8%
83	Cc1noc(C)c1COC(=O)C1CCN(S(=O)(=O)c2ccc(F)cc2)CC1	-14.5%	1.0%	0.4%
84	O=C(CN(Cc1ccccc1)C1=NCCS1)c1ccc(Cl)cc1	-25.1%	3.2%	-22.8%
85	CN1/C(=C/C(=O)COC(=O)C2COc3ccccc3O2)C(C)(C)c2ccccc21 (stereo not given)	25.9µM*	·	20.6µM*
86	Cc1nnc(Nc2ccc(Cl)cc2)n(N)c1=O	-9.9%	4.4%	-7.9%
87	COC(=O)C1CCN(c2cc(=O)n(-c3ccccc3Cl)c(=O)[nH]2)CC1	16.1%	?	-3.6%
88	S=C1NCCC12C(=S)Nc1ccccc12 (stereo not given)	8.3%	·	7.3%
89	O=C(Nc1ccc(O)c(C(=O)O)c1)c1cccc(NC(=O)c2ccco2)c1	-2.3%	·	-8.3%

Exported field by field: part of the list above
[84] O=C(CN(Cc1ccccc1)C1=NCCS1)c1ccc(Cl)cc1
  TDP1 cell CPT: -25.1%; TDP1 inh: 3.2%; DT40 TDP1 no CPT: -22.8%
[85] CN1/C(=C/C(=O)COC(=O)C2COc3ccccc3O2)C(C)(C)c2ccccc21 (stereo not given)
  TDP1 cell CPT: 25.9µM*; TDP1 inh: ·; DT40 TDP1 no CPT: 20.6µM*
[86] Cc1nnc(Nc2ccc(Cl)cc2)n(N)c1=O
  TDP1 cell CPT: -9.9%; TDP1 inh: 4.4%; DT40 TDP1 no CPT: -7.9%
[87] COC(=O)C1CCN(c2cc(=O)n(-c3ccccc3Cl)c(=O)[nH]2)CC1
  TDP1 cell CPT: 16.1%; TDP1 inh: ?; DT40 TDP1 no CPT: -3.6%
